HTT ATP protect = Huntington cell model cytoprotection by ATP luminescence. PC12 HTT-Q103 induced, cytoprotection, ATP luminescence, 40 h. Potency, µM (titrated, usually from 56.4 µM), inactives show cytoprotection (ATP increase), hits mostly activators. 0.14% of 230,000 active;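 further: % of control where 0% means no effect; nearly all actives have a fitted effect of over 45% in size; toxic huntingtin expression switched on by the ecdysone agonist tebufenozide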
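Quantitative HTS on tebufenozide-induced (100 nM) PC12 cells expressing HTTQ103 exon 1–GFP; compounds tested as a concentration series; survival measured via cellular ATP.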
GAA spleen mod = inhibits or activates alpha-glucosidase in human spleen homogenate | P10253 | human spleen homogenate, 4-MU-alpha-glucoside fluorescence | Potency, µM (highest dose often 79.9 µM), for the others: at the highest dose activity change, negative = inhibition, usual class: inhibitors | 0.006% of 240,000 active | AID 2112;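 further: 0% = enzyme with vehicle and -100% = no enzyme basal signal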
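Human spleen homogenate (1 ug) with 4-methylumbelliferyl-alpha-D-glucopyranoside (1 mM final) in 50 mM citrate/phosphate pH 5.0, 0.01% Tween-20; 40 min at 37 C. Stopped at pH 10; 4-MU fluorescence Ex 365/Em 440 nm; AC50 by Hill fit.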
GAA inhib = blocks human lysosomal alpha-glucosidase | P10253 | purified human GAA, 4-MU-alpha-glucoside fluorescence | Potency, µM (titrated, usually from 76.9 µM), inactives show at the top dose activity change, negative = inhibition, usual class: inhibitors | 0.005% of 200,000 active | AID 1466;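 further: plate controls were uninhibited enzyme wells for no effect and no-enzyme background for full effect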
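Human enzyme at 4 nM with 400 uM 4-methylumbelliferyl-alpha-D-pyranoside, citrate/phosphate buffer pH 5.0, 0.005% Tween-20, 20 min at room temperature. Compounds up to 77 uM. 4-MU fluorescence (Ex 365/Em 440) read after NaOH/glycine stop; AC50 from Hill fit.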
IMPase Li inh = membrane-permeable IMPase blocker, potentiated with lithium; Potency, µM (highest dose often 59.4 µM), for inactives: top-dose activity, negative = IMPase inhibition, hits mostly inhibitors; AID 1457; CHO-M1 cells, IP1 TR-FRET (IP-One), carbachol + lithium; 0.35% of 210,000 active;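 further: IP1 builds up when IMPase is blocked and the TR-FRET signal falls; plate controls were basal vehicle for no effect and high inhibitor control for full effect; nearly all actives have a fitted effect of over 50% in size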
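CHO cells stably expressing M1 receptor (2000/well) were cultured 16–30 h, then exposed to compounds with a small lithium addition for 30 min at 37C. IP1 was measured by TR-FRET competition; AC50 from Hill fits.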
GoLoco inh red = blocks human Gai1 binding to RGS12 GoLoco peptide, red readout | Potency, µM (series often up to 61.6 µM), for inactives: top-dose activity, negative = inhibition, most hits filed as inhibitors | Gai1:RGS12 GoLoco peptide FP, rhodamine, 10 min | P63096 | 0.44% of 230,000 active | AID 880; active means well fitted inhibition curve with a large enough effect, not every such curve was filed as active; inactive means no such curve, though single readings can be large or run the other way; further: on the % scale 0 is the no-effect control and ±100 the full control effect; nearly all actives have a fitted effect of over 30% in size; many of its hits are not listed in these tables
Target sequence (P63096 whole entry, looked up): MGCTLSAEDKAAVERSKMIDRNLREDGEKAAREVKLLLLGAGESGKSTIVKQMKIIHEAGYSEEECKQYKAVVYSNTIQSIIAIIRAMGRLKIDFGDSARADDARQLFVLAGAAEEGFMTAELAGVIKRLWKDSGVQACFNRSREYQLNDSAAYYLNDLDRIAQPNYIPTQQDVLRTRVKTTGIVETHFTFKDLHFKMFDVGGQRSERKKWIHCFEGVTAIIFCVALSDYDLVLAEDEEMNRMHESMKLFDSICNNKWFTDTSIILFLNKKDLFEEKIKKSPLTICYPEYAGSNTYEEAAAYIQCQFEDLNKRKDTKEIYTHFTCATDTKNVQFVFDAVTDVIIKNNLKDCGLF
HttQ103 aggreg = reduces HttQ103-GFP aggregates in PC12 cells | PC12 HttQ103-GFP aggregates, Acumen cytometry, 40 h | Potency, µM (doses to about 46.1 µM), for inactives: at the highest dose activity change, negative = inhibition, actives largely listed as inhibitors | 1.1% of 220,000 active | AID 1688; further: on the % scale 0 is the no-effect control and ±100 the full control effect; nearly all actives have a fitted effect of over 60% in size
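Quantitative HTS on tebufenozide-induced (100 nM) PC12 cells stably expressing polyQ103 Huntingtin exon 1–GFP. Reduction of bright GFP aggregates, detected by laser scanning cytometry after lysis, identified actives across the titration.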
GAA glycogen = alters human alpha-glucosidase cleavage of glycogen | P10253 | 0.38% of 300,000 active | recombinant GAA, glycogen substrate, Amplex Red glucose oxidase fluorescence | AID 2100 | Potency, µM (series often up to 76.4 µM), inactives show at the top dose activity change, negative = inhibition, most hits filed as inhibitors;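 further: 0% = full enzyme reaction and -100% = no-enzyme basal signal; the screen sought inhibitors and activators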
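Recombinant human alpha-glucosidase (4 nM final) hydrolysed bovine liver glycogen (30 ug) for 40 min at 37 C in pH 5.0 citrate/phosphate with 0.01% Tween-20. Released glucose detected by glucose oxidase/Amplex Red, Ex 573/Em 610 nm. Compounds up to 77 uM; AC50 from Hill fits.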
* hit, by the source's call; ? = inconclusive; . = no result given; & = joins results of further samples; [ ] = dose if it differs, or a comment. Unless noted, the call rests on the fitted dose curve; in most records, active means well fitted curve in the direction sought with a large enough effect; inconclusive means small, poorly fitted or top-dose-only effect, or another doubt; inactive means no such curve, though single readings can be large; an effect the other way counts as inactive or inconclusive. Potency means the concentration at half of the fitted maximal effect. Some of the compounds tested. The share of hits here may be higher or lower than overall.

SMILES	HTT ATP protect	GAA spleen mod	GAA inhib	IMPase Li inh	GoLoco inh red	HttQ103 aggreg	GAA glycogen
Cc1ccc2c(CC(=O)NCC3COc4ccccc4O3)coc2c1 (stereo not drawn)	-10%[0.074 µM]	-2%	-5%	.	.	2%	7%
CCOC(=O)C1=C(C)Nc2nc(SCC)[nH]c(=O)c2C1c1ccncc1 (stereo not drawn)	-21%	-3%	9%	-4%[38.3 µM]	9%	28%	-4%
O=C(O)c1cccc(Nc2cc(Cl)c3nonc3c2[N+](=O)[O-])c1	?	-5%	5%	-2%	-35%	12%	8%
CCn1c(N2CCC(C)CC2)nc2c1c(=O)n(C)c(=O)n2C	-13%	3%	3%	2%[38.3 µM]	1%	-22%	19%
Oc1ccc(O)c(Cc2nc3ccccc3s2)c1	-10%	-3%	-18%	15%	-11%	?	5.6µM*
C/C(=N\Nc1nc(C)c(C)s1)c1ccc([N+](=O)[O-])cc1	22%[10 µM]	5%	-1%	24%	-12%	3%	?
Cc1nn(Cc2ccccc2Cl)c(C)c1C(=O)Nc1nnc(C2CC2)s1	-29%	11%	4%	22%[38.3 µM]	1%	?	-2%
CC(=O)c1cc(-c2ccc(F)cc2)n(CCC(=O)Nc2cccc(C)n2)c1C	-57%[inhibitor][10 µM]	-17%	0%	-2%	11%	-7%	-12%
CCCc1cc(-c2[nH]ncc2-c2ccc(C(=O)OCC)o2)c(O)cc1O	4%	-10%	-11%	15%[38.3 µM]	5%	-8%[9.22 µM]	?
Cn1c(N2CCN(C(=O)NCc3ccccc3)CC2)nc2ccccc21	-4%[10 µM]	4%	-6%	-10%[38.3 µM]	-3%	2%	1%
CCN(CC)C(=O)C1(P(=O)(c2ccccc2)c2ccccc2)CCC1	23%[10 µM]	2%	.	.	4%	33%[9.22 µM]	-1%
COc1ccc(CCNC(=O)c2nnc(Cc3c(F)cccc3Cl)o2)cc1OC	-7%[0.074 µM]	-4%	0%	22%[38.3 µM]	-8%	-18%	0%
CC(=O)N[C@@H](C(=O)O)C(C)(C)SN=O	4%	-5%	.	27%	5%	.	.
COc1ccccc1-n1c(SCC(=O)Nc2cccc3ccccc23)nc(O)cc1=O	-1%	-14%	1%	38%[activator][38.3 µM]	40%[activator]	6%	9%
Cc1cc(NC(=O)CCC(=O)N(CC(=O)NC2CCCC2)c2ccc3c(c2)OCCO3)no1	11%[10 µM]	8%	0%	3%[38.3 µM]	0%	-7%	-4%
Cc1nc2nc(CCc3ccccc3)nn2c(C)c1Cl	-29%	-3%	-2%	11%[38.3 µM]	2%	-2%	-5%
CN(C)C(=O)COC(=O)[C@H](Cc1ccccc1)NC(=O)c1ccco1	12%	-1%	1%	34%[activator][38.3 µM]	-6%	-6%	4%
CC1CCN(c2c(NCC3CCC(C(=O)NCCc4ccccc4)CC3)c(=O)c2=O)CC1 (stereo not drawn)	.	-4%	-4%	-1%	-6%	14%	4%
O=C(/C=C/c1ccccc1[N+](=O)[O-])c1ccc(F)cc1	-58%[inhibitor]	3%	9%	4%	-2%	-8%[9.22 µM]	16%
COC(=O)N/N=C/c1ccccc1OCCOc1ccc(OC)cc1	-16%[10 µM]	-1%	.	.	6%	-18%[9.22 µM]	-8%

Entries listed so far that contain a nitro group on carbon (three):
SMILES	HTT ATP protect	GAA spleen mod	GAA inhib	IMPase Li inh	GoLoco inh red	HttQ103 aggreg	GAA glycogen
O=C(O)c1cccc(Nc2cc(Cl)c3nonc3c2[N+](=O)[O-])c1	?	-5%	5%	-2%	-35%	12%	8%
C/C(=N\Nc1nc(C)c(C)s1)c1ccc([N+](=O)[O-])cc1	22%[10 µM]	5%	-1%	24%	-12%	3%	?
O=C(/C=C/c1ccccc1[N+](=O)[O-])c1ccc(F)cc1	-58%[inhibitor]	3%	9%	4%	-2%	-8%[9.22 µM]	16%

Continued:
SMILES	HTT ATP protect	GAA spleen mod	GAA inhib	IMPase Li inh	GoLoco inh red	HttQ103 aggreg	GAA glycogen
CN1C(=O)C(O)(CC(=O)/C=C/c2ccco2)c2ccccc21 (stereo not drawn)	.	7%	9%	5%	-2%	.	-15%
CCCCNC(=O)Nc1ccccc1C(=O)NCc1ccco1	21%	7%	2%	7%[38.3 µM]	-1%	24%	11%
CCCCc1ccc(NC(=S)NCc2cccc(OC)c2)cc1	-54%[inhibitor]	-1%	-6%	17%	10%	-5%[9.22 µM]	?
Cc1cc(NC(=O)c2ccc(S(=O)(=O)Nc3ccccc3)cc2)no1	-42%[inhibitor]	1%	-5%	0%[38.3 µM]	-9%	18%	5%
N=c1n(CCO)c2ccccc2n1Cc1ccccc1Cl	-3%	4%	-3%	21%[38.3 µM]	4%	-29%	7%
CCC(C)C(NC(N)=O)C(=O)Nc1ccc(OCc2ccccc2)cc1 (stereo not drawn)	8%[10 µM]	0%	.	.	4%	-26%[9.22 µM]	3%
Cc1nc(N2N=C(c3ccc(Cl)cc3)CC2c2ccco2)sc1C(=O)N(C)C (stereo not drawn)	10%[10 µM]	-7%	15%	-2%	24%	-6%	-1%
COCCSc1nnc(NC(=O)c2ccc3c(c2)OCO3)s1	-68%[inhibitor]	-12%	7%	0%	1%	3%	-20%
Cc1ccc(C(N)=S)c(C)c1	6%[10 µM]	0%	5%	8%[38.3 µM]	-2%	-4%	0%
COc1cc(-c2cc(-c3ccc(F)cc3)nc(N)c2C#N)ccc1O	-2%[10 µM]	-3%	-11%	5%	18%	12%[9.22 µM]	6%
NC(=O)c1cc(-c2ccccc2)nc(N2CCOCC2)n1	2%[10 µM]	-9%	5%	19%[38.3 µM]	1%	?	-2%
C#CCSc1nnc(-c2sc3ccccc3c2Cl)o1	-42%[inhibitor]	-10%	10%	-12%[38.3 µM]	9%	3%	-10%
CN1CCN(c2ncnc3ccc(-c4ccccc4Cl)cc23)CC1	14%	5%	.	28%	5%	.	.
CCS(=O)(=O)Nc1ccc(C2=NN(S(=O)(=O)c3ccc(F)cc3)C(c3ccco3)C2)cc1 (stereo not drawn)	-21%	1%	-5%	38%[activator][38.3 µM]	212%[activator]	-4%[9.22 µM]	-8%
O=S(=O)(NCCCN1CCOCC1)c1ccc2c(c1)OCCO2	-11%	.	-7%	-10%	8%	-28%	5%
CN1CCN(c2ncc3nc(-c4ccccc4)c(=O)n(-c4ccccc4)c3n2)CC1	-44%[inhibitor]	2%	.	8%	25%	.	.
C=CCOC(=O)C1C(=O)CC(C)(O)C(C(=O)OCC=C)C1c1ccc(OC)cc1 (stereo not drawn)	8%[10 µM]	-18%	-6%	10%[38.3 µM]	9%	-1%	5%
CC(Oc1ccc(Cl)cc1)c1ccnn1S(=O)(=O)c1ccc(Cl)cc1 (stereo not drawn)	-7%[10 µM]	1%	-6%	45%[activator][38.3 µM]	12%	-30%	-2%
O=C(O)C1CC(C2CCCCN2)CN2CCCCC12 (stereo not drawn)	.	-6%	.	-3%	-1%	.	.
Cc1ccc2nc(-c3ccc(NC(=O)C(C)N4C(=O)c5ccccc5C4=O)cc3)sc2c1 (stereo not drawn)	18%[10 µM]	-16%	4%	-1%	9%	0%	-3%
O=C1CCCCCC1C1(O)C(=O)Nc2ccc(Br)cc21 (stereo not drawn)	11%	-10%	7%	-5%[38.3 µM]	6%	13%	2%
COc1ccc(C2(CNC(=O)c3ccccc3)CCOCC2)cc1	-14%[10 µM]	7%	-9%	.	-1%	-4%[9.22 µM]	-2%
COc1ccc(-c2c(C#N)c(N)n(N)c(=O)c2C#N)cc1Cl	.	-13%	-8%	-3%	5%	1%	-4%
CCOc1cccc(CNCCO)c1OCc1ccc(Cl)cc1Cl	12%[10 µM]	1%	-1%	0%	6%	-3%	-3%
Cc1ccccc1-c1nc(CN2CCCC2c2ccc(F)cc2)c(C)o1 (stereo not drawn)	9%[10 µM]	4%	-4%	13%	10%	-4%[9.22 µM]	-10%
COC(=O)c1ccc(-c2nn(C)c(=O)c3ccccc23)cc1	-7%[10 µM]	1%	-5%	19%[38.3 µM]	5%	-5%	4%
CN(C)c1cnn(-c2ccccc2)c(=O)c1Cl	.	3%	2%	-2%	2%	-2%	-4%
O=C(c1ccco1)N1CCC2(CCCN(c3ccccc3)C2)CC1	-9%	-2%	.	1%	39%[activator]	.	.
Nc1c(NCCc2ccccc2)c2ccccc2oc1=O	3%[10 µM]	-5%	10%	15%	13%	-16%[9.22 µM]	?
CC(C)(C)C(=O)/C=c1\[nH]c(=O)/c(=C\c2ccc(C#N)cc2)s1	4%	1%	-11%	12%[38.3 µM]	1%	-5%	13%
CC(=O)N1CCC(N(CCN2CCOCC2)C(=S)Nc2cc(C)cc(C)c2)CC1	-16%	.	0%	-1%	3%	-2%	1%
CCCCCCCCCCCCCCCC(=O)NCCO	-5%	-5%&4%&-5%&7%&16%	.	4%&0%&34%&-4%&12%	8%&6%&4%&-27%&2%	-5%	.
Cn1c(=NC(=O)CSCC(=O)N2CCOCC2)sc2ccccc21	3%	-14%	-13%	13%[38.3 µM]	-5%	-5%	4%
Cc1ccc(N(CC(=O)Nc2cc(Cl)ccc2Oc2ccccc2)S(C)(=O)=O)c(C)c1	-40%[inhibitor]	-5%	?	13%[38.3 µM]	1%	?	-4%
Cc1ccc(S(=O)(=O)C/N=C(/NC(=S)N(c2ccccc2)c2ccccc2)c2ccccc2)cc1	-13%	2%	.	40%[activator][38.3 µM]	-2%	11%	-14%
Cc1nc(-c2ccc([N+](=O)[O-])cc2)sc1C(=O)O	?	-6%	-9%	1%	6%	6%	6%
N#CC1=C(N2CCCCC2)c2cc3c(n2C1=O)CCCC3	-6%	-13%	2%	6%[38.3 µM]	5%	-26%	10%
CCc1ccccc1N/C(=N\S(=O)(=O)c1ccccc1)C(F)(F)F	0%[0.074 µM]	-4%	10%	-8%	1%	-24%	3%
O=C(NC1CCCCCC1)c1ccc2nc3cc(Cl)ccc3c(=O)n2c1	?	7%	?	-15%	7%	-10%	-4%
O=C1/C(=C/c2ccc(O)c(O)c2)SC(=S)N1Nc1ccccc1	4%	-3%	-4%	43%[activator]	265%[activator]	?	?
CCOC(=O)N1CCN(C(=O)c2ccc(Cl)nc2)CC1	3%[10 µM]	-4%	.	.	0%	-12%[9.22 µM]	1%
O=C(CNCC1CCCO1)Nc1ccc(N2CCCCCC2)cc1 (stereo not drawn)	-26%	4%	-7%	71%[activator][38.3 µM]	-26%	6%	?
COC(=O)C1=C(C)OC(N)=C(C#N)C1c1c(C)nn(-c2ccccc2)c1Cl (stereo not drawn)	-19%	-3%	-2%	27%[38.3 µM]	13%	10%	-10%

Compound activity as filed in PubChem.
